Screening data from PubChem.
MEKK3 PB1 HTS – raises or lowers MEK5 binding to the human MEKK3 PB1 domain; bead-based flow cytometry, Alexa488-MEK5 binding to MEKK3; actives lie on both sides; 0 = blocked by unlabeled MEK5, 100 = vehicle; binding response (% of control), % at 10 µM; hit rate 1.4% among 290,000; AID 1529;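 active = binding response more than 3 SD above or below the average of its plate-row segment, actives on both sides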;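 also: Alexa488 bead fluorescence after subtracting the streptavidin-only scavenger bead signal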
Target sequence (Q99759 whole entry, looked up, the tested form may be a part): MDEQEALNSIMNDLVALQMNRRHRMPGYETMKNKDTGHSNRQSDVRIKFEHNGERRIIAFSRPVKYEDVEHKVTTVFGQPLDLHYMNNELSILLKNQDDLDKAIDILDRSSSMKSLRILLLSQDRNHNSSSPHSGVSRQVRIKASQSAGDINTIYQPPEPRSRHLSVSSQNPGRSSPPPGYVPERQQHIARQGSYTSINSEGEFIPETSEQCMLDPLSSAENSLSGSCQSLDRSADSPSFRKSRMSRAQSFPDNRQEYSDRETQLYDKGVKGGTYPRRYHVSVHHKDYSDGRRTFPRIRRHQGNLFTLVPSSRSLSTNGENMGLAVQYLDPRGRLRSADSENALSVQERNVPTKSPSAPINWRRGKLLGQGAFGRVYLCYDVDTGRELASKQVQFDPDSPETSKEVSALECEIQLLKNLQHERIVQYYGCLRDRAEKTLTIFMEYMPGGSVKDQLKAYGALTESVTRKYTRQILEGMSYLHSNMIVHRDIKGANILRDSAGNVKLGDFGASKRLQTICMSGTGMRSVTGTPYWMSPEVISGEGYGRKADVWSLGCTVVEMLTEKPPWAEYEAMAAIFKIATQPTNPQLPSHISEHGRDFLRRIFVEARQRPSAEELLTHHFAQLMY
MEKK2mut PB1 HTS – signal of MEK5 binding to mutant human MEKK2 PB1 domain; bead flow cytometry, Alexa488-MEK5 binding to MEKK2 mutant; percent response, % at 10 µM; hit rate 0.35% among 290,000; AID 1530; in the data active = percent response above about 24%, passing the limit was not always enough; also: inactives centre near 1; some results filed as inactive read as strong as hits
SUMO HTRF inh – inhibitors of human SUMOylation (UBC9); P63279; HTRF SUMOylation assay, SAE1/SAE2 + UBC9, in vitro; inhibition, % at 35 µM; hit rate 0.36% among 290,000; in the data active = inhibition above about 50%, passing the limit was not always enough; also: strong numbers were not always called active
Target sequence (P63279 whole entry, looked up): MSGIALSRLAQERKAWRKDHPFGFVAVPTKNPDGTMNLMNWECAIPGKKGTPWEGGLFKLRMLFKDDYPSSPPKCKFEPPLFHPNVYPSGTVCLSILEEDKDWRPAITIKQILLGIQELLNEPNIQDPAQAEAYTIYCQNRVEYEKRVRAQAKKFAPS
GalR3 antagonist – blocks the human galanin receptor 3 | O60755 | HEK293 GalR3-CNG cAMP membrane potential fluorescence; galR3 body fused to GalR1 C-terminus | inhibition, % at 3 µM | hit rate 0.44% among 360,000;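 active = inhibition above the screen-wide average plus 3 SD, cut at about 13% in these data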;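 also: forskolin and galanin both at EC90 stimulate the cells; cAMP rise reported by CNG channel membrane potential dye signal; 0% = forskolin plus galanin with DMSO and 100% = forskolin alone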
Target sequence (O60755 1-299 limits assumed): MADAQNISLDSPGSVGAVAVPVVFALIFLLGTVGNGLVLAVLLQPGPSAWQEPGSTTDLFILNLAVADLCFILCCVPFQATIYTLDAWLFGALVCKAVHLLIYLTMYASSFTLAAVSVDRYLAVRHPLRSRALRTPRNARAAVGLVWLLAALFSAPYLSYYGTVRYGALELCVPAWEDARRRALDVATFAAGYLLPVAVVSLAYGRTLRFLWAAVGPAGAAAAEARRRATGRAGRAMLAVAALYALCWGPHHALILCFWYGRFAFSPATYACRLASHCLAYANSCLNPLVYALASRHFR
MEKK2wt PB1 HTS – raises or lowers MEK5 binding to wildtype human MEKK2 PB1 domain; AID 1531; hit rate 1.1% among 290,000; bead flow cytometry, Alexa488-MEK5 binding to MEKK2 WT; actives lie on both sides; binding response (% of control), % at 10 µM; Q9Y2U5; in the data active = binding response below about 67% or above about 130%
CRFBP-R2 agonist – agonists of human CRF-binding protein/CRF-R2 receptor complex. HEK293 CRF-R2/CRF-BP, calcium dye fluorescence (FLIPR); percent of saturating CRF peptide response. activation, % at 13.2 µM. hit rate 0.46% among 350,000;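 active = activation of at least 50%, plus an integration ratio under a set limit after plate pattern correction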;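 also: plate controls were neutral control wells without compound for no effect and CRF at EC100 for full effect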
FID counter – counter-screen for HCV NS3 helicase inhibitors: DNA intercalator displacement; DNA fluorescent intercalator displacement, fluorescence; inhibition, % at 7.9 µM; hit rate 0.17% among 290,000; in the data active = inhibition above about 37%;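 also: 0% = vehicle and 100% = reference compound; higher means more ethidium bromide displaced from hairpin DNA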
CRFR2-BP antag – antagonists of CRF-binding protein/CRF-R2 receptor complex; HEK293 CRF-R2/CRF-BP, CRF-induced calcium fluorescence; inhibition, % at 11.8 µM; hit rate 0.59% among 350,000;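 active = inhibition of the ligand-induced calcium signal above about 50% at the single tested concentration, limit read from the data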
NS3 helicase inh – HCV NS3 helicase inhibition | NS3 helicase DNA unwinding, Cy5 molecular beacon fluorescence | AID 1800 | inhibition, % at 10.9 µM | hit rate 0.56% among 290,000;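 active = inhibition above the mean of all tested compounds plus 3 SD, set per campaign, cut at about 35% in these data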;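 also: 0% = DMSO wells and 100% = thioflavine S control wells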
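Material: hepatitis C virus NS3 helicase domain fragment enzyme; measured by: Cy5 fluorescence, 0 and 60 min reads; control set: DMSO and thioflavine S; incubation: 60 min unwinding reaction at 25 °C after ATP addition; read-out basis: % inhibition from 60/0 min fluorescence ratio, DMSO 0%, thioflavine S 100%; repeats: singlicate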
Starred values were filed as active, the others as inactive; x = not tested or not shown; + = active, no number; [ ] = another dose, or the depositor's remark.

SMILES	MEKK3 PB1 HTS	MEKK2mut PB1 HTS	SUMO HTRF inh	GalR3 antagonist	MEKK2wt PB1 HTS	CRFBP-R2 agonist	FID counter	CRFR2-BP antag	NS3 helicase inh
O=C(CS(=O)(=O)Cc1ccccc1)Nc1ccc(S(=O)(=O)N2CCOCC2)cc1	92	-1	-12	-3	95	-0.5	-4	-8	3
Cc1ccc(S(=O)(=O)N(C)C)cc1N	104	1	18	-5	98	-1.5	-3	-11	7
COc1ccc(/C=C/C(=O)Nc2ccccc2Cl)cc1S(=O)(=O)N1CCOCC1	95	-9	-10	15*	94	4.2	-28	2	-3
Cc1ccc(Cn2ccc(O)c(Cc3ccccc3)c2=O)cc1	108	5	0	-2	108	0.6	-4	0	6
O=C(O)c1ccc(N2CCCS2(=O)=O)cc1	103	1	-3	-5	99	0.6	-8	-9	4
CCOc1ccc(-c2c(=O)n(OCC)c3ccccc3[n+]2[O-])cc1	101	0	5	-10	98	-0.1	-21	-11	-7
O=C(Cn1cccc1C(=O)c1ccccc1)NCc1ccccn1	101	8	11	-2	102	-1.6	-7	3	-3
COc1cc(OC)cc(-n2nc(C(=O)NCCCN3CCOCC3)c3ccccc3c2=O)c1	93	-4	20	3	95	3.2	4	16	-1
CCOC(=O)COc1ccsc1C(=O)OC	100	3	-31	3	98	0.5	-1	11	-14
CCOc1ccccc1NC(=O)c1cc2ccccc2oc1=O	102	1	6	-5	105	2.2	0	0	-5
CC1CCN(C(=O)CCS(=O)(=O)c2cc3c(cc2Cl)NC(=O)CO3)CC1	101	1	6	x	99	-6.3	-13	1	2
O=C(NC1CC2CCCC(C1)N2Cc1ccco1)NC12CC3CC(CC(C3)C1)C2 (stereo unspecified)	132*	6	13	-2	125	-1.2	17	-31	-7
CC(C)CC1=NN(C(=O)c2cccnc2)C(O)(C(F)(F)F)C1 (stereo unspecified)	99	-2	10	-5	96	-0.6	-9	0	-9
CCOc1ccc2nc(N3CCCCCC3)sc2c1	93	2	-12	x	95	0.3	-18	0	-2
C#CCNC(=O)C1=C[C@H](c2cn(C(C)=O)c3ccccc23)[C@@H](CCCO)[C@H](OCC)O1	107	14	14	-2	110	-2.5	-21	0	1
COc1cccc(NC(=O)C(=O)c2cn(CC(=O)N3CCCC3)c3ccccc23)c1	100	1	10	2	104	-3.0	-43	-9	-7
CCN1C=C(Cc2ccc(F)cc2)C2=C(C1)C(c1ccc(F)cc1)C(C#N)=C(N)O2 (stereo unspecified)	105	17	1	-3	106	1.0	-19	-14	-9
COc1ccc(CCNC(=O)COC(=O)Cn2cnc3ccccc32)cc1OC	66	-9	20	3	76	-2.5	-2	-2	0
Cc1ccc(S(=O)(=O)NC(c2ccccc2)C(C)C(=O)n2nc(C)cc2C)cc1 (stereo unspecified)	105	1	-11	2	105	-1.4	-27	11	-6
CCOC(=O)N1CCN(C(=O)c2ccc([N+](=O)[O-])cc2Cl)CC1	100	7	8	-9	107	-0.8	-3	9	1
CC1CC(C)CN(CCCNC(=O)c2ccc3nc(N4CCCCC4)sc3c2)C1 (stereo unspecified)	102	11	1	-3	119	1.7	8	1	2
O=C(Nc1ccc(S(=O)(=O)NCC2CCCO2)cc1)c1ccc(Cl)cc1[N+](=O)[O-] (stereo unspecified)	96	0	-3	-3	99	1.8	6	-3	-5
Fc1ccc(Oc2cc(N3CCOCC3)nc(-c3ccccc3)n2)c(F)c1	102	14	-9	-1	103	2.2	0	-13	7
O=C(Nc1ccc(C(=O)OC2CCCCC2)cc1)c1ccncc1	102	1	-2	-4	103	0.3	-24	4	-9
N#C/C(=C/c1ccc(N2CCCC2)c([N+](=O)[O-])c1)c1nc2ccccc2[nH]1	97	-3	-47	-5	91	-0.8	1	1	-2
CC(=O)c1ccc(NC(=O)c2cc(S(=O)(=O)N3CCOCC3)ccc2C)cc1	104	2	7	-3	104	0.7	-20	-9	-2
CCNc1nc(NCC)nc(SCCOC(=O)Nc2ccc(Cl)cc2Cl)n1	96	-2	-4	-2	95	-0.4	-6	-25	-13
Cn1nc(C(F)(F)F)c2cc(NC(=O)OCc3ccc(C(C)(C)C)cc3)sc21	x	x	-24	-2	x	1.5	-4	-20	-1
CC(C)CCOCC(O)CCC(=O)NNC(=S)Nc1ccccc1 (stereo unspecified)	99	10	27	-3	89	-0.3	-8	-19	4
CC(C)(C)c1ccc(-c2c(C#N)c(N)nc3c2CCCC3)s1	107	7	10	-2	107	-0.6	-6	6	5
CCc1ccc2c(c1)/C(=N/OC)C(=O)N2	95	-3	16	-4	90	1.2	0	-5	1
CC(C)(C)NC(=O)CSc1nnc(Cc2ccccc2)n1CC1CCCO1 (stereo unspecified)	96	-5	-5	-8	86	-1.0	-11	-2	9
Cc1ccc(SC/C(O)=C(\C#N)c2nc3ccccc3n2C)cc1	100	6	12	2	105	3.2	-7	-1	-4
O=C(NCc1ccc(Cl)cc1)c1cc([N+](=O)[O-])ccc1Cl	107	0	-10	-5	102	-2.0	-6	12	-3
Cc1cccc(NC(=O)c2ccc3c(Cl)c4c(nc3c2)CCCC4)n1	107	2	-2	-2	103	0.9	-5	-25	-6
CC(NC(=O)COC(=O)[C@@H]1CCCN1S(=O)(=O)c1ccccc1F)C12CC3CC(CC(C3)C1)C2 (stereo partly specified)	97	-3	-6	-2	92	3.5	-35	24	-9
CC(NC(=O)C(=O)Nc1nccs1)c1ccccc1 (stereo unspecified)	86	-22	8	0	90	2.4	-3	-7	-2
COc1ccc(S(=O)(=O)N(C)CC(=O)NC2CC2)cc1	106	3	-3	-1	106	0.5	1	-4	2
COc1ccc(-c2nc3ccccc3c(=O)n2CCN2CCOCC2)cc1	99	-2	6	-6	97	-0.2	0	-4	3
COc1ccc(OC)c(NC(=O)N2CCCC(C(=O)c3ccccc3OC)C2)c1 (stereo unspecified)	103	-10	-8	-6	90	-3.4	-17	-2	1
COCCNC(=O)CN(CC1CCCO1)C(=O)CCC(=O)Nc1ccccn1 (stereo unspecified)	93	-1	15	1	95	-1.1	-3	57*	10
COc1ccc(C(=O)OC(C)CN2CCOCC2)cc1OC (stereo unspecified)	98	2	28	x	102	1.5	-1	4	5
COc1ccccc1OCCNC(=O)c1ccc2c(c1)CCC2	105	2	3	-8	102	-1.0	-35	-2	5
COc1ccc(C(=O)O/N=C(\N)Cc2ccc(Cl)c(Cl)c2)cc1OC	91	-3	8	-5	95	1.4	-15	110*	-12
CCOCCCNC(=S)NCCCNc1nc2cc3c(cc2cc1C#N)OCO3	1.0*[inhibitor]	-18	11	-8	-4.0*[inhibitor]	0.4	-3	-9	-1

By substructure: the compounds so far with an aryl thioether with sulfur outside any ring (3)
SMILES	MEKK3 PB1 HTS	MEKK2mut PB1 HTS	SUMO HTRF inh	GalR3 antagonist	MEKK2wt PB1 HTS	CRFBP-R2 agonist	FID counter	CRFR2-BP antag	NS3 helicase inh
CCNc1nc(NCC)nc(SCCOC(=O)Nc2ccc(Cl)cc2Cl)n1	96	-2	-4	-2	95	-0.4	-6	-25	-13
CC(C)(C)NC(=O)CSc1nnc(Cc2ccccc2)n1CC1CCCO1 (stereo unspecified)	96	-5	-5	-8	86	-1.0	-11	-2	9
Cc1ccc(SC/C(O)=C(\C#N)c2nc3ccccc3n2C)cc1	100	6	12	2	105	3.2	-7	-1	-4

(list continues)
SMILES	MEKK3 PB1 HTS	MEKK2mut PB1 HTS	SUMO HTRF inh	GalR3 antagonist	MEKK2wt PB1 HTS	CRFBP-R2 agonist	FID counter	CRFR2-BP antag	NS3 helicase inh
CC(=O)c1cc(CN2CCC(n3nccc3NC(=O)c3ccccc3)CC2)cs1	103	11	12	-1	110	-0.1	-6	16	-1
Cn1c(CN2CCOCC2)nnc1SCc1ccc(C#N)cc1	93	-3	1	4	95	5.0	-2	-28	-7
c1ccc(Cn2ccnc2SCc2nnc(-c3ccccc3)o2)cc1	90	-7	10	2	92	-0.6	-28	1	-2
CC(C)c1ccc(CN2CCN(C(=O)CCl)CC2)cc1	107	-3	15	-6	108	1.7	0	0	0
COc1ccc(CCN2CN(S(=O)(=O)c3ccc(OC)cc3)c3nc4ccccc4nc32)cc1	107	-1	4	-6	102	-0.1	-16	-7	-9
CCOC(=O)N1CCN(C(=O)CS(=O)(=O)c2cn(Cc3ccc(Cl)cc3)c3ccccc23)CC1	110	12	-7	x	115	0.1	-21	11	-4
CC(=O)NC1C(Oc2ccc(C=O)cc2)OC(COC(C)=O)C(OC(C)=O)C1OC(C)=O (stereo unspecified)	107	-7	11	-4	104	-1.1	-2	9	6
c1ccc2[nH]c(-c3cscn3)nc2c1	91	-3	-4	x	100	0.7	-5	-16	1
Cc1ccc(N(C(=O)CNC(=O)c2ccco2)C(C(=O)NC2CCCC2)c2cccnc2)cc1 (stereo unspecified)	101	3	13	-5	100	1.0	-36	-5	-11
Cc1ccc(C(C)C)cc1S(=O)(=O)Nc1ccncc1	106	4	14	-7	107	2.5	-6	-2	-1
O=C1COc2ccc(S(=O)(=O)Nc3cccc(Cl)c3)cc2N1	98	2	4	1	100	0.5	-9	-9	1
COCC(=O)N1CCC(Oc2ccc(C(=O)NCCc3ccncc3)cc2)CC1	128*	+	5	1	610*	1.8	-10	-7	5
CC1(C)CC(=O)C2=C(C1)OC(N)=C(C#N)C2c1cccs1 (stereo unspecified)	100	-3	20	-6	93	-11	0	0	-7
CCn1c(=O)c2ccccc2n(Cc2cccc(C)c2)c1=O	102	3	10	-5	97	-7.0	-24	18	-1
CC(=O)Nc1ccc(Nc2cc(C)nc3c(-c4ccc(Cl)cc4)cnn23)cc1	108	-1	13	-3	99	-0.5	-2	-20	-21
CCCCN1CN(Cc2ccccc2)CNC1=S	108	-1	-6	1	96	0.2	-6	0	0
CCCCCCOc1ccc(C(=O)O)cc1C#N	101	-1	18	3	99	-2.7	-25	19	38*
Cc1ccc(Cn2ccc(=O)c(OCc3ccccc3)c2C)cc1	113	8	4	-6	110	1.5	-22	-4	11
Cc1cccc(CN2CCc3c(OCC(=O)NCc4ccco4)cccc3C2=O)c1	93	1	12	-5	98	1.6	-37	11	28
CCn1c(N)c(C(=O)NCCCOC)sc1=S	x	x	22	2	x	0.9	-1	28	2
Cc1c(C#N)c2ccccc2n1CC(=O)N1CCc2ccccc2C1	97	1	-2	5	97	-1.2	-2	2	0
Cc1cc(C)c2cc(C#N)c(NCCCNC(=O)CCC(=O)O)nc2c1	102	1	23	-6	101	-1.3	-17	9	7
CC(C)(C)OC(=O)[C@H](Cc1ccccc1)NC(=O)c1nc[nH]c1C(=O)N1CCc2ccccc2C1	101	-8	-6	-5	99	2.1	-49	-5	-17
CC(C)c1nnc(NC(=O)C2CCCN2C(=O)Nc2ccc(F)cc2)s1 (stereo unspecified)	99	4	9	-8	103	2.7	-11	-7	10
CCOC(=O)c1cnc(-c2ccccc2O)nc1Cl	101	7	11	-7	101	1.1	1	6	-10
Cc1ccc(-c2cn3cc(C)ccc3n2)cc1	100	0	-7	1	96	-1.1	2	3	8
O=C(O)CCN1C(=O)NC2(CCCC2)C1=O	107	6	-1	-6	113	0.0	1	-7	-3
O=C(NCCc1cccs1)C1CC(c2cccc(F)c2)=NO1 (stereo unspecified)	75	4	18	4	75	1.0	x	-7	x

Some of the compounds tested (hit frequency here may not be typical).
